Screening data from PubChem BioAssay.
Sm TGR block = inhibitors of Schistosoma mansoni thioredoxin glutathione reductase. purified TGR, DTNB reduction, TNB absorbance 405 nm. Potency, µM (series often up to 114 µM), for inactives: at the top dose activity change, negative = inhibition, hits mostly inhibitors. 360,000 compounds, 3% hits; further: potency means the concentration at half of the fitted maximal effect; nearly all actives have a fitted effect of over 60% in size
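Kinetic colorimetric format: TGR-catalysed, NADPH-driven DTNB reduction monitored via TNB absorbance. Enzyme dispensed at 20 nM; compound exposure 15 min at room temperature before reaction start.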
HCMV antiviral = human cytomegalovirus inhibition; HFF cells, HCMV-luciferase reporter, 72 h; active compounds read low; activity change, negative = inhibition, % at 57.5 µM; 410,000 compounds, 4.5% hits; AID 1259415; in the data active means activity change below about -60%; inconclusive means no clear call, values can overlap the other calls; inactive means above about -39%
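Human foreskin fibroblasts infected with luciferase-reporter HCMV at MOI 1 PFU/cell, compounds at two doses. Luciferase measured 72 h post infection; normalized to buffer-only basal and Salinomycin (10uM) controls.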
AmpC inh no detg = inhibitors of E. coli AmpC beta-lactamase without detergent; 330,000 compounds, 0.52% hits; Potency, µM (series often up to 57.1 µM), inactives show at the top dose activity change, negative = inhibition, most hits filed as inhibitors; AID 485341; AmpC nitrocefin hydrolysis, absorbance 480 nm, 0.0001% Triton;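 further: potency means the concentration at half of the fitted maximal effect; plate controls were no compound for no effect and no enzyme for full effect; nearly all actives have a fitted effect of over 20% in size; some results filed as inactive show a strong effect at the top dose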
Target sequence (P00811 whole entry, looked up): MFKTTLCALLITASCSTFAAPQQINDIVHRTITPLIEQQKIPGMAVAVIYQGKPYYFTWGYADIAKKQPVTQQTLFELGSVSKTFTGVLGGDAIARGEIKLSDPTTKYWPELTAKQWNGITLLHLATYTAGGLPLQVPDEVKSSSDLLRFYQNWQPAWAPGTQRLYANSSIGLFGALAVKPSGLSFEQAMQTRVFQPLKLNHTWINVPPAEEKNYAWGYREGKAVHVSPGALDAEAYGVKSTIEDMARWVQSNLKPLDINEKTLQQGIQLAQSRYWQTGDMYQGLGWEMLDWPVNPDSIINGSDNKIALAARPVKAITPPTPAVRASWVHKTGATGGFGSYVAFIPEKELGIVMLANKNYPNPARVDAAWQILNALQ
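20 mM phosphate pH 7.0 + 0.01% (detergent screen) or 0.0001% Triton X-100; 5.3 nM AmpC reagent; cpd preinc 15 min RT; nitrocefin (800 uM stock) to start; A480 q20 s × 4 min; Activity was normalised to no-enzyme and no-compound control wells.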
LmPK inhibitor = blocks Leishmania mexicana pyruvate kinase activity; purified LmPK, Kinase-Glo ATP luminescence, 1 h; 290,000 compounds, 0.37% hits; Potency, µM (doses to about 57.5 µM), for inactives: at the top dose activity change, negative = inhibition, hits mostly inhibitors; Q27686; AID 1721; further: potency means the concentration at half of the fitted maximal effect
Target sequence (Q27686 whole entry, looked up): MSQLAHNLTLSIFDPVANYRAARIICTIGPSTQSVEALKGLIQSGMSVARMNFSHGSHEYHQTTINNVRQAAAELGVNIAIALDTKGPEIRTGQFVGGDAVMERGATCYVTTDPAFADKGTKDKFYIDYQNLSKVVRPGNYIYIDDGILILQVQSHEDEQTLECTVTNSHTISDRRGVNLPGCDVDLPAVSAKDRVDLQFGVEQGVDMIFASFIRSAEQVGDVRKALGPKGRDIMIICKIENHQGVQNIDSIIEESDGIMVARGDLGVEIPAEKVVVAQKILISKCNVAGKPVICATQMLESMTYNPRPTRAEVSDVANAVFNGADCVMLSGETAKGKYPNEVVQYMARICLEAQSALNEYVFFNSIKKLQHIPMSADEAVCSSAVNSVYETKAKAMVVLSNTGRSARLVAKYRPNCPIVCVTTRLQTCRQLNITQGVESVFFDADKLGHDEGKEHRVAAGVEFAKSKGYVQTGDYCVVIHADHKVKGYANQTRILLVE
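0.1 nM LmPK, 0.5 mM PEP, 0.1 mM ADP; 50 mM imidazole pH 7.2, 7 mM MgCl2, 50 mM KCl; 1 h RT. Kinase-Glo luminescence readout, normalized to no-enzyme (full inhibition) and uninhibited wells.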
AmpC detergent = blocks E. coli AmpC beta-lactamase in detergent assay; P00811; AmpC hydrolysis of nitrocefin, absorbance 480 nm, 0.01% Triton; Potency, µM (doses to about 114 µM), without a hit: at the highest dose activity change, negative = inhibition, hits mostly inhibitors; 370,000 compounds, 0.041% hits; AID 485294;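 further: potency means the concentration at half of the fitted maximal effect; 0% = no-compound wells and -100% = no-enzyme wells; nearly all actives have a fitted effect of over 25% in size; some results filed as inactive show a strong effect at the top dose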
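AmpC (5.3 nM in the dispensed reagent) in 20 mM phosphate pH 7.0 with 0.01% (detergent screen) or 0.0001% Triton X-100 was preincubated with compounds for 15 min at room temperature. Nitrocefin was then added from an 800 uM solution, and hydrolysis was followed at 480 nm.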
AMA1 RON2 block = inhibitors of Plasmodium falciparum AMA1-RON2 interaction | AID 720542 | AlphaScreen AMA1-biotinylated RON2 peptide binding | Potency, µM (doses to about 58.2 µM), without a hit: at the top dose activity change, negative = inhibition, usual class: inhibitors | 360,000 compounds, 0.2% hits;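 further: potency means the concentration at half of the fitted maximal effect; 0% = vehicle wells and -100% = peptide control; nearly all actives have a fitted effect of over 45% in size; some results filed as inactive show a strong effect at the top dose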
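AMA1 (3D7) with his tag at 25 nM final met compounds first, then biotinylated RON2 peptide at 25 nM; detection used donor plus acceptor beads, 10 µg/mL apiece, read by AlphaScreen after 30 min at room temperature.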
TbPYK inhibitor = blocks Trypanosoma brucei pyruvate kinase | TbPYK enzyme, Kinase-Glo Plus ATP luminescence, 45 min | Potency, µM (series often up to 76.8 µM), inactives show at the highest dose activity, negative = inhibition, hits mostly inhibitors | 410,000 compounds, 0.12% hits | AID 624173; further: potency means the concentration at half of the fitted maximal effect; nearly all actives have a fitted effect of over 50% in size
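Activity of T. brucei pyruvate kinase was followed by Kinase-Glo Plus luminescence after the enzyme reacted 45 min at room temperature with 130 uM ADP (final) and substrate. Test compounds were added before ADP at multiple concentrations.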
An asterisk follows results filed as active; u = inconclusive; x = no result given; [ ] = remark or other dose. Unless noted, the call rests on the fitted dose curve; in most records, active means well fitted curve in the direction sought with a large enough effect; inconclusive means small, poorly fitted or top-dose-only effect, or another doubt; inactive means no such curve, though single readings can be large; an effect the other way counts as inactive or inconclusive. Unless noted, on the % scale 0 is the no-effect control and ±100 the full control effect.

Start of the data: the first five records as a preview:
Every second line gives: AmpC detergent, LmPK inhibitor, Sm TGR block, AMA1 RON2 block, AmpC inh no detg, HCMV antiviral, TbPYK inhibitor
COc1ccc(CN(C)C(=O)c2ccncc2)c(OC)c1
  -5%, 0%, -24%, -8%, -2%, x, -8%
O=C(NN1C(=O)C2C3C=CC(C4CC34)C2C1=O)c1ccc(Br)cc1 (stereo not drawn)
  -3%, -1%, x, -16%, -31%, -31, -1%
CC(=O)c1ccc(NC(=O)Nc2ccncc2)cc1
  6%, 6%, 8%, 1%, -19%[2.29 µM], 5, 0%
CCc1ccccc1Oc1nc(NC(C)C)nc2ccsc12
  x, x, x, 14%, x, -3, -4%
O=C(Nc1ccc(S(=O)(=O)N2CCCC2)cc1)c1cncc(Br)c1
  -15%, x, 0%, 1%, -8%, -26, 2%

All compounds of this part, repeating the preview:
Every second line gives: AmpC detergent, LmPK inhibitor, Sm TGR block, AMA1 RON2 block, AmpC inh no detg, HCMV antiviral, TbPYK inhibitor
COc1ccc(CN(C)C(=O)c2ccncc2)c(OC)c1
  -5%, 0%, -24%, -8%, -2%, x, -8%
O=C(NN1C(=O)C2C3C=CC(C4CC34)C2C1=O)c1ccc(Br)cc1 (stereo not drawn)
  -3%, -1%, x, -16%, -31%, -31, -1%
CC(=O)c1ccc(NC(=O)Nc2ccncc2)cc1
  6%, 6%, 8%, 1%, -19%[2.29 µM], 5, 0%
CCc1ccccc1Oc1nc(NC(C)C)nc2ccsc12
  x, x, x, 14%, x, -3, -4%
O=C(Nc1ccc(S(=O)(=O)N2CCCC2)cc1)c1cncc(Br)c1
  -15%, x, 0%, 1%, -8%, -26, 2%
CC(C)C(=O)Nc1cc(-c2nc3ncccc3o2)ccc1Cl
  -7%, -6%, -10%, 10%, 0%, 9, -1%
CC(C)c1ccc(NC(=O)CN2C(=O)COc3ccc(S(=O)(=O)N4CCCCC4)cc32)cc1
  -3%, x, 1%, x, x, u, 0%
Cc1cnc(SCc2cnc(C)nc2N)nc1
  -7%, 0%, x, -5%, -51%, 37, 1%
CCN(Cc1ccncc1)Cc1nc(CC2CC2)no1
  7%, 2%, -36%, 4%, -8%, -60*, 5%
Fc1ccc(COc2cccc(-c3n[nH]c(=S)o3)c2)cc1
  4%, -5%, 5%, 93%[activator], -38%, 56, -24%
CCOC(=O)CN1N=C(/C=C/c2ccc(C(C)C)cc2)CCC1=O
  6%, -6%, 1%, 1%, 141%[activator], -12, 0%
CCCCC(=O)NC1(C(F)(F)F)C(=O)Nc2c1c(=O)[nH]c(=O)n2-c1ccc(C)c(C)c1 (stereo not drawn)
  25%, x, 1%, x, x, 1, -9%
Cc1ccc(S(=O)(=O)N(CC2CO2)c2cccc([N+](=O)[O-])c2)cc1 (stereo not drawn)
  -10%, 5%, -30%, -18%, 35%, 7, 0%
CSc1ccc(CCNC(=O)CSc2ccsc2[N+](=O)[O-])cc1
  0%, 2%, u, 38%[activator], -17%, 66, -2%
COc1ccc(C/C(C)=N/NC(=S)Nc2ccc(C)c(C)c2)cc1
  -6%, -3%, -14%, 32%[activator], -31%, 60, u
O=C1NCC(=O)N2C(c3ccccc3)c3[nH]c4ccccc4c3C[C@@H]12 (stereo partly drawn)
  3%, -5%, 0%, 5%, -16%, 47, -4%
CCCc1ccc(OCC(O)CN2CCN(C(=O)OCC)CC2)cc1 (stereo not drawn)
  -2%, 11%, 1%, -2%, 135%[activator], 21, -13%
O=C(/C=C1\NC2(CCCC2)Cc2ccccc21)C(=O)N/N=C/c1ccccc1O
  u, -5%, -7%, 42%[activator], -29%, -71*, -6%
CC(=O)N/C(=C\c1ccc(F)cc1)C(=O)OC(C)C
  -14%, 2%, 0%, -4%, -9%, -15, -2%
S=C(NCc1ccccc1)Nc1ccncc1
  u, 0%, -48%, -6%, -23%, u, 2%
Cc1cc2c(ncn2Cc2ccccc2)c(NS(C)(=O)=O)c1C
  -7%, 1%, -4%, -8%, u, 7, 2%
CCOCCCNC(=O)c1cc(Sc2ccc(C)cc2)nc2ccccc12
  -4%, 0%, -12%, -4%, 49%, -60*, -9%
CCOc1ncccc1C(=O)NNC(=O)c1cccc(S(=O)(=O)Nc2ccccc2OC)c1
  -18%, x, 7%, 78%[activator], -7%, 2, -2%
COc1ccsc1C(=O)N1CCN(Cc2ccc3c(c2)OCO3)CC1
  -7%, 1%, -12%, -19%, -9%, -12, -3%
CCN(CC)CCNC(=O)c1cc2c(=O)n(C)c3ccccc3c2s1
  -5%, -6%, -18%, -6%, 10%, 268, 5%
O=C(Nc1ccc(Cl)cc1)Nc1ccc(-c2cnco2)cc1
  4%, -2%, 0%, -10%, -23%, -34, -11%
Cn1ncc2c(Nc3ccc(Br)cc3)nc(Nc3ccc(Br)cc3)nc21
  -5%, 2%, 4%, 7%, 13%, -35, -6%
CCOc1ccc(Nc2ccnc3cc(Cl)ccc23)cc1
  0%, 3%, -1%, 4%, -15%, -62*, 5%
CCOc1ccc(OCC)c(S(=O)(=O)NCCCN2CCOCC2)c1
  7%, 7%, -1%, 7%, 5%, -2, 11%
COc1ccc(C(=O)Nn2c(SCC(=O)NCc3ccccc3)nc3ccccc3c2=O)cc1
  u, 5%, -21%, -9%, -35%, u, 0%
COc1ccc(NC(=O)C(=O)NCCc2csc(-c3ccc(Cl)cc3)n2)cc1OC
  16%, x, 5%, x, x, 14, 1%
O=C(NNC(=O)c1sccc1-n1cccc1)c1cccc(Cl)c1
  -9%, -4%, -11%, 50%[activator], u, 12, 0%
N/C(=N\N=C\c1ccc(O)cc1O)N[N+](=O)[O-]
  -7%, -9%, -17%, 103%[activator], -16%, 13, -4%
CCS(=O)(=O)c1ccc(N=Nc2ccc(O)c3ncccc23)c(OC)c1
  1%, -9%, 3%, u, -14%, -92*, -3%
COc1ccc(N2CCN(c3nc4c(C)cccn4c(=O)c3C=C(C#N)C#N)CC2)cc1
  3%, 1%, 20%, -4%, -14%, -24, 8%
CCn1c(C)c(CCC(=O)O)c(=O)n2nc(-c3ccccc3OC)cc12
  -3%, 1%, -8%, 0%, -17%, -9, 8%
CCOC(=O)c1ccc2c(c1)N(CC(=O)Nc1ccc(CC)cc1)C(=O)c1ccccc1S2
  20%, x, 5%, x, x, -7, -13%
CCOC(=O)COc1ccc(-c2nnc(-c3ccccc3)o2)cc1
  -4%, 3%, 4%, 0%, 0%, 48, 5%
CC1=C(C(=O)Nc2ccccc2C(=O)N2CCCCC2)SCCO1
  0%, 2%, 4%, -2%, -4%, -17, -6%
O=c1c(-c2ccc(Br)cc2)[n+]([O-])c2ccccc2n1OCc1ccccc1
  0%, 0%, -5%, 0%, -11%, u, -5%
O=C(NCc1nc2ccccc2[nH]1)c1ccc(Cl)c(S(=O)(=O)N2CCCC2)c1
  u, 2%, 4%, 5%, -8%, -30, -12%
Cc1ccc(NC(=O)CSc2nncn2C)c(C)c1
  1%, x, 2%, x, x, -105*, -2%
COCP(=O)(c1ccccc1)c1ccccc1
  8%, 10%, -2%, -2%, -1%, -35, 9%
O=C(c1ccccc1)N1CCN(S(=O)(=O)c2cccs2)CC1
  7%, -1%, 8%, 2%, 3%, 15, 5%
COc1ccc(C(NC(=O)C2CCN(CCCOc3ccccc3)CC2)c2ccccn2)cc1 (stereo not drawn)
  x, x, x, 23%, x, -23, -6%
CCCOc1ccc(C(=O)NCC(c2ccc(OC)cc2)N2CCCCC2)cc1 (stereo not drawn)
  -1%, x, -8%, x, x, -1, 0%
CCOc1ccccc1N=Cc1c(O)n(C)c(=O)n(C)c1=O
  2%, -2%, -3%, 0%, -12%, 14, -7%
CCc1ccc(NC(=O)c2sccc2-n2cccc2)cc1
  -10%, 3%, -27%, u, -32%, 100, 3%
O=C(CNS(=O)(=O)c1ccc(F)cc1)Nc1ccccc1
  -4%, -9%, -1%, 27%, -33%, 44, 3%
CC(C)C[C@H]1CN=C(Nc2ccccc2)N1CCCCc1ccccc1
  -8%, -7%, 19%, -8%, 40%, 14, -3%

Some of the entries so far, with each value named.
CCCOc1ccc(C(=O)NCC(c2ccc(OC)cc2)N2CCCCC2)cc1 (stereo not drawn)
  AmpC detergent: -1%; LmPK inhibitor: x; Sm TGR block: -8%; AMA1 RON2 block: x; AmpC inh no detg: x; HCMV antiviral: -1; TbPYK inhibitor: 0%

CCOc1ccccc1N=Cc1c(O)n(C)c(=O)n(C)c1=O
  AmpC detergent: 2%; LmPK inhibitor: -2%; Sm TGR block: -3%; AMA1 RON2 block: 0%; AmpC inh no detg: -12%; HCMV antiviral: 14; TbPYK inhibitor: -7%

CCc1ccc(NC(=O)c2sccc2-n2cccc2)cc1
  AmpC detergent: -10%; LmPK inhibitor: 3%; Sm TGR block: -27%; AMA1 RON2 block: u; AmpC inh no detg: -32%; HCMV antiviral: 100; TbPYK inhibitor: 3%

O=C(CNS(=O)(=O)c1ccc(F)cc1)Nc1ccccc1
  AmpC detergent: -4%; LmPK inhibitor: -9%; Sm TGR block: -1%; AMA1 RON2 block: 27%; AmpC inh no detg: -33%; HCMV antiviral: 44; TbPYK inhibitor: 3%

Further results:
Every second line gives: AmpC detergent, LmPK inhibitor, Sm TGR block, AMA1 RON2 block, AmpC inh no detg, HCMV antiviral, TbPYK inhibitor
CCC(CO)NC(=O)c1ccc(-c2nn(C)c(=O)c3ccccc23)cc1 (stereo not drawn)
  u, -6%, -1%, -17%, -5%, 39, x
Cc1nc2cc(C(=O)O)ccc2n1-c1ccc(F)cc1F
  u, -6%, -2%, 0%, -17%, -2, 4%
Cc1ccc(SCC(=O)NC2CCS(=O)(=O)C2)cc1C (stereo not drawn)
  -6%, x, -2%, -7%, -10%, 2, 2%
Cc1ccc(NC(=O)CN2CCCN(Cc3ccccc3Cl)S2(=O)=O)c(C)c1
  0%, x, 0%, x, x, 0, -7%[15.4 µM]
CC(/C=C/c1ccco1)=N/NC(=O)Cc1cccs1
  -3%, -1%, 25µM*, 8%, -18%, -21, -8%
O=Cc1cc(CCC(=O)O)ccc1O
  u, -1%, 1%, 6%, 23%, -22, -4%
Cc1c(O)ccc(C(=O)CN2CCN(c3ccc(F)cc3)CC2)c1O
  1%, -2%, u, -20%, -18%, u, -5%
CC(C)S(=O)(=O)c1oc(-c2cccs2)nc1S(=O)(=O)c1ccc(F)cc1
  u, x, 0.89µM*, x, x, -102*, -4%
COc1ccccc1N(C(=O)c1ccco1)C(C(=O)NC1CCCC1)c1cccs1 (stereo not drawn)
  -2%, -3%, 13%, -14%, 0%, -4, 2%
